Rev-erbA mod = modulators of Rev-erb alpha DNA binding, primary screen, biochemical, FITC-DNA, fluorescence polarization, uHTS | Rev-erbα–FITC-DNA binding, 90 min | activity, % at 10 µM | 0.79% of 370,000 active | AID 1259318, 2017;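 active means activity above about 14%, limit read from the data; passing the limit was not always enough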;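 further: 0% = DMSO wells with 35 nM protein and 100% = DMSO wells with 750 nM protein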
Target sequence (P20393 whole entry, looked up): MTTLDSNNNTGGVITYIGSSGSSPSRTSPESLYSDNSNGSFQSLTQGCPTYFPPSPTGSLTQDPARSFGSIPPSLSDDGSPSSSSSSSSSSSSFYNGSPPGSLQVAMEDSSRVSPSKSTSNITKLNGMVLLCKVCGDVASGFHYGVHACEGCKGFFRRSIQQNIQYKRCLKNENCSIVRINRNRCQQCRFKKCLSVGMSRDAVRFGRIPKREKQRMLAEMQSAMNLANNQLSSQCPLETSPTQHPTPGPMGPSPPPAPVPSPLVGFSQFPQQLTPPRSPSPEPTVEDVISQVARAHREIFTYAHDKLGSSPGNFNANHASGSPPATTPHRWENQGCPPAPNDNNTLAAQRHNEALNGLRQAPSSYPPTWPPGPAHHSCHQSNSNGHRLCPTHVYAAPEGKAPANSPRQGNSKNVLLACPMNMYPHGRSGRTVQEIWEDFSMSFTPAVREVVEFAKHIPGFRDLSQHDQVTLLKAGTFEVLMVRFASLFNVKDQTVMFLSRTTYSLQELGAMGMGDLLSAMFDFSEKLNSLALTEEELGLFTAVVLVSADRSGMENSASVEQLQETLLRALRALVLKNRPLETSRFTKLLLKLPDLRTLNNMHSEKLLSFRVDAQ
PLCg1 inh = PLC-gamma1 enzyme inhibitors, primary screen, biochemical, fluorescence, purified enzyme | inhibition, % at 12.2 µM | fluorogenic substrate | AID 720700, 2013 | 0.84% of 370,000 active | 1-phosphatidylinositol 4,5-bisphosphate phosphodiesterase gamma-1 (Homo sapiens), P19174; in the data active means inhibition above about 9.5%
PLCb3 inh = human PLC-beta3 inhibitors, primary screen, biochemical, fluorescence. Purified PLC-beta3, fluorogenic substrate. 0.18% of 370,000 active. AID 720704, 2013. 1-phosphatidylinositol 4,5-bisphosphate phosphodiesterase beta-3 (Homo sapiens), Q01970. inhibition, % at 12.2 µM; in the data active means inhibition above about 11%;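 further: 0% = median of compound wells on plate and 100% = full blocker control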
SMARCA2 activ = SMARCA2 (BRM) function activators, primary screen, cell-based, luminescence, high throughput. MG213 cells, MMTV-luciferase reporter, dexamethasone, overnight. activation, % at 9.1 µM. 1% of 370,000 active; in the data active means activation above about 7.8%;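 further: 0% = vehicle wells and 100% = reference activator wells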
hcDAF12 agonist = H. contortus DAF-12 nuclear receptor activators, primary screen, cell-based, luminescence, HEK293, lit1-tk-luc reporter; HEK293 hcDAF-12 lit1-tk-luc reporter; 0% DMSO, 100% Δ7-dafachronic acid; activation, % at 6.8 µM; 1.4% of 370,000 active;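 active means activation above the mean of all tested compounds plus 3 SD, cut at about 5.5% in these data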;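 further: 100% = response to 3 µM Δ7-dafachronic acid high control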
MBD2 DNA inh = inhibitors of MBD2 binding to methylated DNA, primary screen, biochemical, TR-FRET, DNA-binding domain, human; MBD2 binding to methylated oligonucleotide; inhibition, % at 4.4 µM; 0.31% of 370,000 active; in the data active means inhibition above about 13%
ssDAF-12 act = S. stercoralis DAF-12 nuclear receptor activators, primary screen, cell-based, luminescence, HEK293, GRIP1 co-expression, lit1-tk-luc; Nuclear hormone receptor DAF-12 (Strongyloides stercoralis); activation, % at 6.8 µM; HEK293 ssDAF-12/GRIP1 lit1-tk-luc reporter; % of 3 µM dafachronic acid response; 1% of 370,000 active;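 active means activation above the mean over all tested compounds plus 3 SD, cut at about 0.9% in these data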;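 further: 0% = DMSO-only wells and 100% = 3 µM delta7-dafachronic acid wells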
DAX1 inh-1 = DAX1 (NR0B1) inhibitors, primary screen, cell-based, HEK293, Gal4-DAX1, luciferase luminescence; Nuclear receptor subfamily 0 group B member 1 (Homo sapiens), P51843; HEK293 Gal4-DAX1 luciferase reporter; inhibition, % at 6.75 µM; 0.99% of 340,000 active; AID 504766, 2011;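 active means inhibition above the mean over all tested compounds plus 3 SD, cut at about 4.2% in these data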;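 further: 0% = DAX1-transfected cells with DMSO and 100% = empty-vector control cells with DMSO; inhibition shows as a rise in luminescence from relieved DAX1 repression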
Target sequence (P51843 207-470 limits assumed): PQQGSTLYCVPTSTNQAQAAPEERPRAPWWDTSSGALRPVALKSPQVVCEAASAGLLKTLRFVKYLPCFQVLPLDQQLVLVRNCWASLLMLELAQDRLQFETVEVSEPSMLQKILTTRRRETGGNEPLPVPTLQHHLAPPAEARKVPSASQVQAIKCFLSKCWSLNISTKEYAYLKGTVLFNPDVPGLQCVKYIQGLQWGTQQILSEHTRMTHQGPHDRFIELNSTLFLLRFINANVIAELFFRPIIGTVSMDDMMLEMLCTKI
DAX1 inh-2 = DAX1 (NR0B1) inhibitors on StAR promoter, primary screen, cell-based, luminescence, SF-1 (NR5A1), full-length DAX-1; 1.1% of 370,000 active; HEK293T StAR-luciferase reporter, SF-1/DAX-1 repression relief; inhibition, % at 6.8 µM; AID 652010, 2013;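 active means inhibition above the mean over all tested compounds plus 3 SD, cut at about 3.6% in these data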;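 further: 0% = DAX-1 cells with DMSO and 100% = cells lacking DAX-1 with DMSO; higher inhibition means more luminescence from relief of DAX-1 repression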
hgDAF-12 ag = H. glycines DAF-12 receptor agonists, primary screen, cell-based, luminescence, HEK293, GAL4 fusion, UAS-luciferase; Nuclear hormone receptor DAF-12 (Heterodera glycines), GAL4 fusion; HEK293 GAL4-hgDAF12 UAS-luciferase reporter, agonist luminescence; normalized to butyrate control; activation, % at 6.8 µM; 1.8% of 370,000 active; AID 687014, 2013;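 active means activation above a cutoff set at the mean of all screened compounds plus 3 SD, cut at about 10% in these data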;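 further: 0% = DMSO wells and 100% = sodium butyrate wells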
ADAM17 inh = ADAM17 inhibitors, primary screen, biochemical, QFRET. Disintegrin and metalloproteinase domain-containing protein 17 (Homo sapiens), P78536. recombinant ADAM17, EDANS/DABCYL FRET peptide cleavage. inhibition, % at 6.95 µM. 0.83% of 370,000 active;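 active means inhibition above the mean of compounds lying between control limits plus 3 SD, set per campaign, cut at about 8.5% in these data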;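 further: 0% = DMSO-only wells as the low control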
The depositor's hits bear a star.

`O=C(CSc1ncnc2c1oc1ccccc12)N1CCN(c2ccccc2)CC1` gave Rev-erbA mod -3.4, PLCg1 inh 1.1, PLCb3 inh 1.1, SMARCA2 activ -4.4, hcDAF12 agonist -0.3, MBD2 DNA inh 1.6, ssDAF-12 act -1.4, DAX1 inh-1 1.3, DAX1 inh-2 0.2, hgDAF-12 ag 0.3 and ADAM17 inh -5.3.
For Cc1cc(C)c(C#N)c(SCCS(=O)(=O)c2ccc(Cl)cc2)n1 the results were Rev-erbA mod 3.0, PLCg1 inh -3.2, PLCb3 inh -14.1, SMARCA2 activ -3.2, hcDAF12 agonist -1.9, MBD2 DNA inh -0.8, ssDAF-12 act -1.3, DAX1 inh-1 0.1, DAX1 inh-2 -0.7, hgDAF-12 ag -5.6 and ADAM17 inh -6.1.
For CC(=O)OC1CC2(C)C(=O)CCC2C2CCc3cc(O)ccc3C12 (stereo not drawn) the results were Rev-erbA mod 5.3, PLCg1 inh 1.7, PLCb3 inh 4.5, SMARCA2 activ -1.3, hcDAF12 agonist 0.0, MBD2 DNA inh 3.4, ssDAF-12 act -0.8, DAX1 inh-1 0.9, DAX1 inh-2 -0.5, hgDAF-12 ag -3.4 and ADAM17 inh -2.7.
For C=CC[C@@H](CC(=O)N[C@@H](CO)Cc1ccccc1)C(=O)N[C@H](C)COC(=O)[C@@H](CC=C)Cc1ccc(F)cc1 the results were Rev-erbA mod -1.4, PLCg1 inh 5.4, PLCb3 inh 0.9, SMARCA2 activ 1.0, hcDAF12 agonist -1.9, MBD2 DNA inh 2.9, ssDAF-12 act -1.6, DAX1 inh-1 0.3, DAX1 inh-2 -0.4, hgDAF-12 ag 2.0 and ADAM17 inh 3.6.
Cn1c(-c2ccc(Br)cc2)cnc1NCc1ccc(C#N)cc1 was read as Rev-erbA mod -1.6, PLCg1 inh 2.8, PLCb3 inh -3.1, SMARCA2 activ -1.1, hcDAF12 agonist -1.5, MBD2 DNA inh -4.5, ssDAF-12 act -2.3, DAX1 inh-1 -0.8, DAX1 inh-2 -0.2, hgDAF-12 ag -2.9 and ADAM17 inh 0.4.
For CC1CC(C)CN(C(C(=O)NC2CCCCC2)c2ccnc3ccccc23)C1 (stereo not drawn) the results were Rev-erbA mod -0.9, PLCg1 inh -0.9, PLCb3 inh 0.5, SMARCA2 activ -0.6, hcDAF12 agonist -0.6, MBD2 DNA inh 1.8, ssDAF-12 act -1.3, DAX1 inh-2 0.3, hgDAF-12 ag -0.1 and ADAM17 inh -1.9.
COCCn1cnc2c1c(=O)n(CC(=O)O)c(=O)n2Cc1ccccc1 was read as Rev-erbA mod -2.4, PLCg1 inh -0.2, PLCb3 inh -6.4, SMARCA2 activ -0.8, hcDAF12 agonist 0.6, MBD2 DNA inh 1.0, ssDAF-12 act -1.4, DAX1 inh-1 0.5, DAX1 inh-2 0.2, hgDAF-12 ag 2.4 and ADAM17 inh -4.6.
For CCCCOc1ccc(C(=O)NCc2ccccn2)cc1 the results were Rev-erbA mod -0.9, PLCg1 inh 0.3, PLCb3 inh -1.7, SMARCA2 activ 1.1, hcDAF12 agonist -1.1, MBD2 DNA inh -0.2, ssDAF-12 act -1.3, DAX1 inh-1 1.9, DAX1 inh-2 -0.2, hgDAF-12 ag 4.8 and ADAM17 inh -1.7.
`Cc1cccnc1NC(=O)c1ccccc1-c1ccccc1C(=O)Nc1ncccc1C` gave Rev-erbA mod 1.1, PLCg1 inh 3.1, PLCb3 inh 4.7, SMARCA2 activ 5.4, hcDAF12 agonist 0.3, MBD2 DNA inh -3.5, ssDAF-12 act -1.1, DAX1 inh-1 1.6, DAX1 inh-2 0.0, hgDAF-12 ag -0.7 and ADAM17 inh -0.4.
`COc1ccc(OC)c(C2CC(=O)N3CN(c4ccccc4)CSC3=C2C#N)c1` (stereo not drawn) gave Rev-erbA mod -4.1, PLCg1 inh -3.0, PLCb3 inh -0.2, SMARCA2 activ -1.8, hcDAF12 agonist 2.5, MBD2 DNA inh 1.0, ssDAF-12 act -0.3, DAX1 inh-1 -0.5, DAX1 inh-2 0.5, hgDAF-12 ag 1.5 and ADAM17 inh -2.8.
COc1ccccc1CN1CC(C(=O)N2CCCCO2)CCC1=O (stereo not drawn) was read as Rev-erbA mod 1.9, PLCg1 inh 1.7, PLCb3 inh 1.8, SMARCA2 activ 5.6, hcDAF12 agonist 0.2, MBD2 DNA inh -3.6, ssDAF-12 act -0.2, DAX1 inh-1 0.3, DAX1 inh-2 1.0, hgDAF-12 ag 4.7 and ADAM17 inh -2.5.
For CCOC(=O)C1=C(C)Nc2sc(C(=O)c3ccc(C)cc3)c(N)c2C1c1ccc(C(=O)OC)cc1 (stereo not drawn) the results were Rev-erbA mod 2.1, PLCg1 inh -226.2, PLCb3 inh -141.4, SMARCA2 activ -2.3, hcDAF12 agonist 1.6, MBD2 DNA inh -1.0, ssDAF-12 act -2.0, DAX1 inh-1 -1.1, DAX1 inh-2 -1.1, hgDAF-12 ag -2.1 and ADAM17 inh 0.3.
For O=C(O)CCn1c(=O)oc2cc(S(=O)(=O)N3CCCC3)ccc21 the results were Rev-erbA mod -5.9, PLCg1 inh 2.4, PLCb3 inh -1.1, SMARCA2 activ 2.5, hcDAF12 agonist 1.3, MBD2 DNA inh 1.1, ssDAF-12 act -0.5, DAX1 inh-1 0.7, DAX1 inh-2 0.1, hgDAF-12 ag -2.8 and ADAM17 inh -2.5.
`CCN(CC)CCCNC(=O)c1cn(CCOC)c(=O)c2c1c1ccccc1n2C` gave Rev-erbA mod -5.0, PLCg1 inh -14.8, PLCb3 inh -20.5, SMARCA2 activ -1.9, hcDAF12 agonist -0.2, MBD2 DNA inh -5.0, ssDAF-12 act -0.7, DAX1 inh-1 -0.3, DAX1 inh-2 1.0, hgDAF-12 ag 1.0 and ADAM17 inh -107.6.
O=C(CCNC(=O)C1CCN(S(=O)(=O)c2ccc(F)cc2)CC1)NCc1ccc(Cl)cc1 was read as Rev-erbA mod -1.2, PLCg1 inh 0.3, PLCb3 inh -8.5, SMARCA2 activ -2.7, hcDAF12 agonist -0.7, MBD2 DNA inh 4.1, ssDAF-12 act -1.3, DAX1 inh-1 -0.9, DAX1 inh-2 0.0, hgDAF-12 ag 0.6 and ADAM17 inh -4.8.
For CCn1c(SCC(=O)Nc2nc(-c3ccc(C)cc3)cs2)nnc1-c1ccccc1 the results were Rev-erbA mod 5.4, PLCg1 inh 2.6, PLCb3 inh 0.8, SMARCA2 activ 5.6, hcDAF12 agonist 0.7, MBD2 DNA inh -0.6, ssDAF-12 act -1.7, DAX1 inh-1 -0.2, DAX1 inh-2 0.6, hgDAF-12 ag 0.6 and ADAM17 inh 1.1.
Screening COC(=O)C1=C(C)N(C)C(C)=C(C(=O)OC)C1c1ccsc1 returned Rev-erbA mod 2.2, PLCg1 inh 4.4, PLCb3 inh -0.8, SMARCA2 activ 2.1, hcDAF12 agonist -1.3, MBD2 DNA inh 0.6, ssDAF-12 act -1.5, DAX1 inh-1 0.6, DAX1 inh-2 -0.8, hgDAF-12 ag -0.6 and ADAM17 inh 0.1.
For CC(C(Sc1ccccc1N)c1ccccc1)[N+](=O)[O-] (stereo not drawn) the results were Rev-erbA mod 0.0, PLCg1 inh -3.0, PLCb3 inh -4.7, SMARCA2 activ -0.4, hcDAF12 agonist -0.5, MBD2 DNA inh -7.6, ssDAF-12 act -0.8, DAX1 inh-1 4.0, DAX1 inh-2 -1.0, hgDAF-12 ag -2.7 and ADAM17 inh 1.8.
Screening Cc1ccccc1C(=O)Nc1ccnn1C1CCN(C(=O)c2cnsn2)CC1 returned Rev-erbA mod 1.7, PLCg1 inh -1.0, PLCb3 inh -3.2, SMARCA2 activ 0.2, hcDAF12 agonist -1.6, MBD2 DNA inh -7.6, ssDAF-12 act -1.0, DAX1 inh-1 1.1, DAX1 inh-2 0.1, hgDAF-12 ag 0.8 and ADAM17 inh -0.6.
`CC(C)(C)OC(=O)NCCCC[C@H](NC(=O)[C@H](Cc1c[nH]c2ccccc12)NC(=O)OCc1ccccc1)C(=O)O` gave Rev-erbA mod -0.9, PLCg1 inh 0.6, PLCb3 inh -4.4, SMARCA2 activ -1.6, hcDAF12 agonist 1.9, MBD2 DNA inh 2.0, ssDAF-12 act -0.5, DAX1 inh-1 -0.2, DAX1 inh-2 0.5, hgDAF-12 ag 2.7 and ADAM17 inh 2.5.
Screening COCCCNC1=C(C#N)C(=O)NC(c2cccs2)S1 (stereo not drawn) returned Rev-erbA mod 3.5, PLCg1 inh -0.7, PLCb3 inh 0.3, SMARCA2 activ 1.6, hcDAF12 agonist 1.8, MBD2 DNA inh 3.0, ssDAF-12 act -1.0, DAX1 inh-1 -0.3, DAX1 inh-2 0.5, hgDAF-12 ag 2.1 and ADAM17 inh 1.4.
Screening CCOc1ccc(NS(=O)(=O)c2cc(C(=O)NCCCN3CCOCC3)ccc2C)cc1 returned Rev-erbA mod -3.0, PLCg1 inh 3.5, PLCb3 inh -5.8, SMARCA2 activ 3.0, hcDAF12 agonist 0.3, MBD2 DNA inh 3.9, ssDAF-12 act -1.3, DAX1 inh-1 0.4, DAX1 inh-2 -1.8, hgDAF-12 ag -1.6 and ADAM17 inh -1.0.
For Cc1cccc(C)c1OCCOC(=O)c1n[nH]c2ccccc12 the results were Rev-erbA mod 7.8, PLCg1 inh 0.4, PLCb3 inh -0.3, SMARCA2 activ -3.1, hcDAF12 agonist -0.7, MBD2 DNA inh -6.2, ssDAF-12 act -1.8, DAX1 inh-1 0.3, DAX1 inh-2 -0.3, hgDAF-12 ag -4.2 and ADAM17 inh 0.9.
CCN(CCCNC(=O)CN(C)S(=O)(=O)c1cccc2nsnc12)c1cccc(C)c1 was read as Rev-erbA mod 0.4, PLCg1 inh 0.4, PLCb3 inh 2.7, SMARCA2 activ -0.6, hcDAF12 agonist -2.9, MBD2 DNA inh 0.0, ssDAF-12 act -1.3, DAX1 inh-1 -1.7, DAX1 inh-2 0.1, hgDAF-12 ag -4.6 and ADAM17 inh -2.8.
Screening CC1(C)CC(NCc2ccncc2)CC(C)(C)N1 returned Rev-erbA mod -6.2, PLCg1 inh 1.2, PLCb3 inh -0.6, SMARCA2 activ -0.7, hcDAF12 agonist -0.5, MBD2 DNA inh 2.4, ssDAF-12 act -1.1, DAX1 inh-1 -0.6, DAX1 inh-2 0.3, hgDAF-12 ag 0.1 and ADAM17 inh -1.2.
